M4 PAM: positive allosteric modulators of human muscarinic M4 receptor. P08173. CHO-K1 hM4/Gqi5, Fluo-8 calcium fluorescence, ACh EC20; 0% = ACh EC20, 100% = maximal ACh. activation, % at 3 µM. 0.4% of 360,000 active. AID 624126;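 active = activation above its plate's cutoff, the mean activation of sample wells plus 3 SD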; also: some results filed as inactive read as strong as hits
Target sequence (P08173 whole entry, looked up): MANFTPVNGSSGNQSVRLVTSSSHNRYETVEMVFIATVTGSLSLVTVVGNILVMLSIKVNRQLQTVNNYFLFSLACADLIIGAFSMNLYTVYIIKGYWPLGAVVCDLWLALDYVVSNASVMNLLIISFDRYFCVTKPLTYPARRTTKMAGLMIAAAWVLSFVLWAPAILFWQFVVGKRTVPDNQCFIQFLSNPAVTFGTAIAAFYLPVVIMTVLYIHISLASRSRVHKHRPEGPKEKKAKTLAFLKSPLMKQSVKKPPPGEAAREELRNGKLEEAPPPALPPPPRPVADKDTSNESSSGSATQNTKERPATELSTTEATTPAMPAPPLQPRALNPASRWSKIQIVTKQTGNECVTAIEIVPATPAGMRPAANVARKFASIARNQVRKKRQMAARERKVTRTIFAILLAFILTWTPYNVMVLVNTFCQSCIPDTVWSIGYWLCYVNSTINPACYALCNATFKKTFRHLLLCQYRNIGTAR
M4 antag: CHRM4 antagonism in calcium assay; AID 624125; 0.73% of 360,000 active; P08173; CHO-hM4 cells, ACh EC80, Fluo-8 calcium fluorescence; inhibition, % at 3 µM;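 active = inhibition above its plate's cutoff, the mean inhibition of sample wells plus 3 SD, cut at about 27% in these data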;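 also: 0% = acetylcholine EC80 with DMSO and 100% = DMSO without agonist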
CHO-K1 Ca PAM: nonselective activator or artifact in parental CHO-K1 calcium assay; AID 602247; 0.02% of 360,000 active; activation, % at 3 µM; ATP EC20, Fluo-8 calcium fluorescence; 0% at ATP EC20, 100% at ATP max;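 active = activation above the run cutoff, the mean activation of all test compounds plus 3 SD, cut at about 40% in these data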;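 also: peak over basal fluorescence ratio in a 140 s read after ATP addition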
CHRM5 antagonist: blocks acetylcholine activation of human M5 receptor; 0.59% of 360,000 active; inhibition, % at 3 µM; CHO-hM5 cells, Fluo-8 calcium fluorescence, ACh EC80;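 active = inhibition above a per-plate cutoff, the mean of that plate's test compounds plus 3 SD, cut at about 27% in these data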;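 also: 0% = acetylcholine EC80 with DMSO and 100% = DMSO without agonist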
Target sequence (P08912 whole entry, looked up): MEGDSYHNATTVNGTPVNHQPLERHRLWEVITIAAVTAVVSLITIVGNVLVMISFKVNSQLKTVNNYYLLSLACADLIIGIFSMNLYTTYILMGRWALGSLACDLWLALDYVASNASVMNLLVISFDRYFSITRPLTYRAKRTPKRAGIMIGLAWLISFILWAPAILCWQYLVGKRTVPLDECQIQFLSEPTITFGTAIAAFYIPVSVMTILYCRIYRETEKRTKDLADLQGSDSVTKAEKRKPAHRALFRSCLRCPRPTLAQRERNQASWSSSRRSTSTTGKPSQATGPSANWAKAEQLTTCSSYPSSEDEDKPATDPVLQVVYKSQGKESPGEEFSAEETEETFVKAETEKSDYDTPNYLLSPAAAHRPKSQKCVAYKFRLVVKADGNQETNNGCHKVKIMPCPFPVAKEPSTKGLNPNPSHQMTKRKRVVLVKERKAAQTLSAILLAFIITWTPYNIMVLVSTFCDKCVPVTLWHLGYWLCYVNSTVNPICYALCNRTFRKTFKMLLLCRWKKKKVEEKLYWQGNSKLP
CHO-K1 Ca antag: counter-screen for M1 antagonists: effect in parental CHO-K1 cells | 0.6% of 360,000 active | AID 602250 | ATP-induced calcium, Fluo-8 fluorescence | inhibition, % at 3 µM;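 active = inhibition above a per-plate cutoff, the plate's mean sample inhibition plus 3 SD, cut at about 24% in these data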;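 also: 0% = DMSO plus EC80 ATP and 100% = DMSO alone without ATP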
M1 ag parental: M1 agonist counterscreen hit in parental CHO-K1 cells. Fluo-8 calcium fluorescence; scaled to maximal ATP response, vehicle zero. activation, % at 3 µM. 0.48% of 360,000 active; in the data active = activation above about 15%;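 also: untransfected CHO-K1 host cells lacking M1 receptor as counterscreen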
CHRM5 PAM: CHRM5 positive allosteric modulation | P08912 | CHO-K1 hM5, Fluo-8 calcium, ACh EC20 PAM; 0% = ACh EC20, 100% = ACh EC100 | activation, % at 3 µM | 0.3% of 360,000 active | AID 624038;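 active = activation above the run cutoff, the mean activation of all test compounds plus 3 SD, cut at about 18% in these data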
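system = human M5 receptor in CHO-K1 cells | compound = one concentration, 3 µM final (nominal) | schedule = Post-acetylcholine fluorescence recording 140 s | signal = Fluo-8 calcium dye fluorescence, kinetic read | benchmarks = low control EC20 acetylcholine (0%), high control EC100 acetylcholine (100%) | repeats = singlicate, one well per test compound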
CHRM5 agonist: agonists of human muscarinic M5 receptor (CHRM5); P08912; CHO-K1 hM5 cells, Fluo-8 calcium fluorescence; 0% DMSO wells, 100% maximal acetylcholine response; activation, % at 3 µM; 0.19% of 360,000 active;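 active = activation above the run's mean over test compounds plus 3 SD, cut at about 23% in these data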;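 also: signal is peak over basal fluorescence ratio across the kinetic read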
CHRM4 agonist: agonists of human muscarinic M4 receptor (CHRM4); P08173; CHO-K1 hM4/Gqi5, Fluo-8 calcium fluorescence; vehicle 0%, full acetylcholine response 100%; activation, % at 3 µM; 0.14% of 360,000 active; AID 624127;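 active = activation above the run mean over all test wells plus 3 SD, cut at about 32% in these data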;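 also: peak over basal fluorescence ratio per well then scaled between controls; 0% = DMSO wells and 100% = acetylcholine at EC100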
Starred values were filed as active, the others as inactive. No enrichment for hits. Share with any hit: about 2.7%.

The line under a structure holds: M4 PAM	M4 antag	CHO-K1 Ca PAM	CHRM5 antagonist	CHO-K1 Ca antag	M1 ag parental	CHRM5 PAM	CHRM5 agonist	CHRM4 agonist
- CC1(C)SC(=S)N(NC(=O)Nc2ccccc2)C1N(O)C(=O)Nc1ccccc1 (stereo unspecified)
    -4	7	12	7	13	2.3	-8	-5	-1
- COC(=O)c1ccc(NS(=O)(=O)NC(=O)c2c[nH]c3ccccc23)cc1
    -1	3	11	-7	-11	1.0	8	-2	0
- COc1cc2cc(C)c3nnc(SCC(=O)Nc4cc(C)on4)n3c2cc1OC
    10	-4	13	8	4	1.1	-4	-5	2
- Nc1c(Cl)ncnc1N/N=C/c1ccc2ccccc2n1
    -3	9	7	2	12	1.2	-2	-1	1
- O=C(Nc1ccc2c(c1)oc1ccccc12)C1CC1
    4	12	2	6	2	0.2	7	-4	2
- N#Cc1ccc(COC(=O)c2ccc3c(=O)[nH]c(CN4CCOCC4)nc3c2)cc1
    -3	-2	15	-7	-4	3.9	-1	4	6
- CC1CCc2nc(NC(=O)C3CC3)sc2C1 (stereo unspecified)
    2	4	-1	13	-2	0.3	0	-5	-1
- CCN(CC)S(=O)(=O)c1ccc(NC(=O)C(OC)c2ccccc2)cc1 (stereo unspecified)
    -3	4	15	-2	-4	1.0	-4	4	2
- COc1ccc(CCNC(=O)CCOc2cc(C)ccc2C)cc1OC
    -3	4	12	21	-1	1.4	-10	-3	2
- CCCC(=O)NNc1c2ccccc2nc2ccccc12
    -6	8	9	9	-2	1.7	-7	-1	2
- Cc1csc2ncc(C(=O)N3c4ccccc4CC3C)c(=O)n12 (stereo unspecified)
    9	-3	-6	9	-7	-0.9	-2	5	-2
- CCCCC(=O)NC(c1cccc([N+](=O)[O-])c1)c1ccc2cccnc2c1O (stereo unspecified)
    2	-6	24	12	-13	0.4	-3	-6	1
- CCC(C(=O)NCCC1=CCCCC1)n1nc(C)c2c(C)n(-c3ccccc3)nc2c1=O (stereo unspecified)
    0	-6	30	6	-18	1.0	1	-7	1
- CCCCNC(=O)C[C@@H]1C[C@@]2(C(=O)OCC)CCCC=C2N(Cc2ccco2)C1=O
    1	8	-4	8	9	-0.1	0	1	0
- CCOC(=O)N1CCN(C(=O)c2ccc(CS(=O)c3cccc(C)c3)o2)CC1 (stereo unspecified)
    4	-3	12	7	-2	0.6	1	1	1
- COc1ccc(C(=O)CSc2nnc(-c3ccc(C)cc3)o2)cc1
    4	7	-9	0	14	-0.2	-3	0	0
- COc1ccc(NS(=O)(=O)c2ccc(C(=O)N3CCC(C)CC3)cc2)cc1
    -9	-5	-11	13	-5	31*	-21	39*	27
- COc1ccc(OCC(=O)NCCCN2CCOCC2)cc1
    8	3	-1	1	4	-0.2	-3	4	1
- O=C1NC2(CCc3ccccc32)C(=O)N1CCOc1ccc(Cl)cc1 (stereo unspecified)
    -2	1	21	3	-7	1.1	-6	-2	4
- CN(C)CCCNc1oc(/C=C/c2cccs2)nc1S(=O)(=O)c1ccccc1
    -5	-10	-14	-4	-1	0.7	-1	-5	1

A different layout for some results above.
> CCOC(=O)N1CCN(C(=O)c2ccc(CS(=O)c3cccc(C)c3)o2)CC1 (stereo unspecified)
  M4 PAM: 4 | M4 antag: -3 | CHO-K1 Ca PAM: 12 | CHRM5 antagonist: 7 | CHO-K1 Ca antag: -2 | M1 ag parental: 0.6 | CHRM5 PAM: 1 | CHRM5 agonist: 1 | CHRM4 agonist: 1
> COc1ccc(C(=O)CSc2nnc(-c3ccc(C)cc3)o2)cc1
  M4 PAM: 4 | M4 antag: 7 | CHO-K1 Ca PAM: -9 | CHRM5 antagonist: 0 | CHO-K1 Ca antag: 14 | M1 ag parental: -0.2 | CHRM5 PAM: -3 | CHRM5 agonist: 0 | CHRM4 agonist: 0

(more compounds)
The line under a structure holds: M4 PAM	M4 antag	CHO-K1 Ca PAM	CHRM5 antagonist	CHO-K1 Ca antag	M1 ag parental	CHRM5 PAM	CHRM5 agonist	CHRM4 agonist
- C#CCN1[C@@H]2CCN(C2)c2cc(Br)ccc2S1(=O)=O
    -10	-3	3	3	1	0.1	-3	0	3
- Cc1ccc(NS(=O)(=O)c2ccc(-c3coc(C)n3)cc2)c(Br)c1
    -3	3	24	6	2	7.4	-11	-1	8
- CCc1cc(=O)oc2c(C)c(O[C@@H]3O[C@H](CO)[C@@H](O)[C@H](O)[C@H]3O)ccc12
    4	-7	16	3	-5	0.8	-1	-3	0
- COc1cc2ccccc2cc1C(=O)NC(=S)Nc1cc(C(=O)O)ccc1C
    -3	8	14	4	12	14	-4	0	0
- COCCNc1c2c(nc3c(-c4ccccc4)c(C)nn13)CCCC2
    3	-7	2	2	-10	0.5	-4	-1	-1
- CCn1c(SCC(=O)N2CCOCC2)nc2sc3c(c2c1=O)CCCC3
    7	-5	3	-5	-7	0.2	9	-3	0
- C=CCNC(=O)c1snnc1-c1ccccc1
    4	-5	-11	-2	18	0.1	1	-1	0
- C/C(Cc1ccccc1)=N\NC(=O)CNC(=O)c1ccccc1F
    -6	-13	-7	-7	1	0.1	7	-4	1
- Cc1cccc(-c2oc3ccc(-c4ccc5c(c4)OCO5)cc3c2-c2ccc(OC3CCCCO3)cc2)c1 (stereo unspecified)
    5	3	12	4	-6	-0.1	7	0	0
- CCn1c(COc2ccc(=O)n(-c3ccccc3)n2)nnc1SCc1ccccc1
    3	4	14	-4	-7	0.6	7	3	0
- COc1ccc(C)cc1NC(=O)CCS(=O)(=O)c1ccc2c(c1)CCN2C(C)=O
    16	-5	14	-7	-1	-0.2	5	3	1
- Cc1ccc(-c2nn(Cc3ccccc3)cc2/C=C/C(=O)O)cc1
    1	8	0	3	4	0.4	-1	0	0
- Cc1ccc(NC(=O)CCCn2nc(C)c3c(C)n(-c4ccccc4)nc3c2=O)c(Cl)c1
    -6	1	17	16	-11	-0.6	-5	-3	2
- COc1ccc(NC(=O)C2CCCN(S(C)(=O)=O)C2)c(OC)c1 (stereo unspecified)
    1	-18	-4	-11	4	-0.2	19*	9	1
- CCOC(=O)c1c(CSc2ccsc2)n(C)c2cc(Br)c(O)c(CN(C)C)c12
    -12	0	12	-2	-8	1.8	-3	-9	1
- COc1ccc(/C=C/C(=O)O/N=C(\N)c2ccccn2)cc1OC
    10	-8	18	6	-14	1.0	-7	2	5
- Cc1ccc(S(=O)(=O)N2CCOCC2)cc1C(=O)Nc1ccc2c(c1)CCC2
    1	3	5	-7	4	0.8	4	0	2
- COCC(=O)N1C[C@H]2CON(C)[C@H]2C[C@H]1c1cccc(-c2ccccc2)c1
    5	0	8	0	1	0.4	2	-1	0
- O=C(CN(Cc1ccccc1Cl)C(=O)c1csnn1)NCc1ccc(F)cc1
    -6	4	8	25	-2	5.3	-7	3	10
- NNC(=S)NC1CCCCC1
    -2	-5	13	2	-12	1.9	2	-6	-2
- CCOC(=O)C1C2C=CC3(CN(CCc4ccccc4)C(=O)C13)O2 (stereo unspecified)
    -1	2	10	6	-6	-0.1	-3	-2	0
- CCN(CC)S(=O)(=O)c1ccc(N2CCCC2)c(NC(=O)Cc2ccccc2)c1
    -5	8	17	9	-10	-0.1	-11	-1	-1
- COc1cc(OC)c(OC)cc1CN1CCCC(C(=O)c2sccc2C)C1 (stereo unspecified)
    2	-8	8	-7	-1	3.6	6	-8	2
- CCOC(=O)COc1ccc(S(=O)(=O)NCc2cccnc2)cc1
    -5	-5	16	9	-28	2.7	-8	3	1
- CCOc1cccc2cc(C(=O)OCC(=O)Nc3c(C)cccc3CC)c(=O)oc12
    9	6	7	1	7	0.5	-2	-1	0
- CCOC(=O)CC(Nc1nc(N2CCOCC2)nc(N2CCOCC2)n1)c1ccccc1Cl (stereo unspecified)
    -8	-2	27	3	-10	0.2	-24	-11	-2
- O=C1c2ccccc2C(=O)N1CCCP(=O)(O)CCc1ccccc1
    3	-4	10	-3	-5	0.0	-2	0	0
- CCOc1ccc(CCNC(=O)Cn2nc(C)n3cccc3c2=O)cc1OCC
    4	-8	11	-26	-1	6.5	12	-2	1
- C#CCSc1nc(N)c2c(n1)OC(N)=C(C#N)C2c1cccnc1 (stereo unspecified)
    -3	1	8	-12	-5	-0.7	-2	1	-1
- CCOC(=O)CNC(=O)CSc1nc(Cc2ccccc2)nc2ccccc12
    -2	2	6	14	-3	0.8	-2	-1	1
- COCc1cc(CN2CCN(CCc3ccccc3)C(CCO)C2)ccc1OC (stereo unspecified)
    2	4	20	1	-4	0.9	7	-16	2
- COc1cc(NC(=O)c2ccc(Br)o2)c(C(=O)O)cc1OC
    -3	-6	19	4	-12	0.1	2	-6	-1
- C=CCN(c1ccccc1)S(=O)(=O)c1cccc(C(=O)Nc2ccncc2)c1
    -8	-5	-26	4	10	6.0	-17	-7	12
- CN(C)S(=O)(=O)c1ccc(NC(=O)CN2CCCC2c2ccc3c(c2)OCCCO3)cc1 (stereo unspecified)
    1	-4	5	17	-10	4.4	-3	-6	5
- Cc1c(C(=O)Nc2ccccc2[N+](=O)[O-])csc1-c1ccccc1
    -7	-10	15	-6	-7	0.2	2	-5	-1
- FC(F)(F)c1nc(NCc2ccccc2)c2nnn(Cc3ccccc3)c2n1
    1	-7	-11	-2	4	0.0	-1	-1	1
- CCCS(=O)(=O)NC(=O)C1(C)CCCN(C(=O)c2c(OC)cccc2OC)C1 (stereo unspecified)
    13	-8	14	-1	-6	0.0	5	0	0
- Cc1ccc(C)c(Nc2ncnc(N)c2[N+](=O)[O-])c1
    8	6	4	10	-7	0.4	-4	1	1
- COc1ccc(/C=N/NC(=O)C(=O)N2CCCCCC2)cc1
    7	2	-4	10	-6	0.1	1	-3	1
- CCCCCOc1ccc(NC(=O)C(=O)NCCCn2ccnc2)cc1
    0	3	20	-1	-9	4.0	-15	-5	3
- CC(=O)Oc1ccc(C(=O)Nc2nccs2)cc1
    9	-8	-6	0	13	-0.1	-6	2	0

Part of the list above, tab-delimited:
Compound	M4 PAM	M4 antag	CHO-K1 Ca PAM	CHRM5 antagonist	CHO-K1 Ca antag	M1 ag parental	CHRM5 PAM	CHRM5 agonist	CHRM4 agonist
C=CCN(c1ccccc1)S(=O)(=O)c1cccc(C(=O)Nc2ccncc2)c1	-8	-5	-26	4	10	6.0	-17	-7	12
CN(C)S(=O)(=O)c1ccc(NC(=O)CN2CCCC2c2ccc3c(c2)OCCCO3)cc1 (stereo unspecified)	1	-4	5	17	-10	4.4	-3	-6	5
Cc1c(C(=O)Nc2ccccc2[N+](=O)[O-])csc1-c1ccccc1	-7	-10	15	-6	-7	0.2	2	-5	-1
FC(F)(F)c1nc(NCc2ccccc2)c2nnn(Cc3ccccc3)c2n1	1	-7	-11	-2	4	0.0	-1	-1	1
CCCS(=O)(=O)NC(=O)C1(C)CCCN(C(=O)c2c(OC)cccc2OC)C1 (stereo unspecified)	13	-8	14	-1	-6	0.0	5	0	0
Cc1ccc(C)c(Nc2ncnc(N)c2[N+](=O)[O-])c1	8	6	4	10	-7	0.4	-4	1	1
COc1ccc(/C=N/NC(=O)C(=O)N2CCCCCC2)cc1	7	2	-4	10	-6	0.1	1	-3	1
CCCCCOc1ccc(NC(=O)C(=O)NCCCn2ccnc2)cc1	0	3	20	-1	-9	4.0	-15	-5	3
CC(=O)Oc1ccc(C(=O)Nc2nccs2)cc1	9	-8	-6	0	13	-0.1	-6	2	0

Screens (PubChem BioAssay)
